# SENP6 inh: blocks the human protease SENP6; Q9GZR1; Recombinant SENP6 catalytic domain, aminoluciferin luminescence; inhibition, % at 10 µM; actives 1.8% (n = 330,000); AID 2599;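 active means inhibition above about 50% at the single tested dose, limit read from the data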;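 further: plate controls were DMSO wells with enzyme for no effect and DMSO wells lacking enzyme for full effect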
# hIAP act: increases human intestinal alkaline phosphatase activity | purified human IAP, CDP-Star luminescence, 30 min; hits give high values; 1 = vehicle-only enzyme, 0 = enzyme-free background | activation factor at 10 µM | P09923 | actives 0.16% (n = 330,000);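 active means activation factor of the enzyme at least 2-fold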; further: the source names both 10 and 20 µM as test concentration; values of inactives mirror those of a sister screen read the other way
# Target sequence (P09923 whole entry, looked up): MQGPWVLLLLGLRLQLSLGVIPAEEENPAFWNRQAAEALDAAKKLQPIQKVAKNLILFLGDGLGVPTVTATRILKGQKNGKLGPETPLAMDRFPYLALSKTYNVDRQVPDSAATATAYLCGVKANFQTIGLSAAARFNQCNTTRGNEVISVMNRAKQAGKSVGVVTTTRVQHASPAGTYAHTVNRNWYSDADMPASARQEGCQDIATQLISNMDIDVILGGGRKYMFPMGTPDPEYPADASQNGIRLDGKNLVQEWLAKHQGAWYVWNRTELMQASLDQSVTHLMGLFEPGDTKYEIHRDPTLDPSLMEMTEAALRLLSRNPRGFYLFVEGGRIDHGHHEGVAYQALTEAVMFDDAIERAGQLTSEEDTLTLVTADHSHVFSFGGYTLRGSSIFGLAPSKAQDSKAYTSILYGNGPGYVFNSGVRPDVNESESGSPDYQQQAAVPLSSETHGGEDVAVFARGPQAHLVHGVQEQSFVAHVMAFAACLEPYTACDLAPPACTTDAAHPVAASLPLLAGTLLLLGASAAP
# GRIN3A LBD mod: modulates the human NR3A ligand-binding domain; NR3A LBD differential scanning fluorimetry, Tm shift; 0% = protein alone, 100% = glycine-bound protein; Tm shift relative to glycine control, % at 25 µM; actives 2.5% (n = 340,000);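 active means melting temperature shift of at least 10% of the positive control shift, at one fixed dose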
# MPTP inh: blocks calcium-induced mitochondrial swelling; isolated mouse mitochondria, Ca2+ swelling absorbance, 30 min; actives 1.4% (n = 360,000); inhibition, % at 10 µM;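 active means inhibition of 50% or more, scaled per plate between neutral and stimulator controls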;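 further: 0% = DMSO wells given calcium and 100% = 1 mM EGTA wells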
# SENP8 block: SENP8 (human) protease inhibition; inhibition, % at 20 µM; actives 0.64% (n = 360,000); AID 602440; recombinant SENP8, Nedd8 substrate fluorescence; in the data active means inhibition mostly above about 40%, no sharp cut-off; inactive means mostly below about 27%
# Target sequence (Q96LD8 whole entry, looked up): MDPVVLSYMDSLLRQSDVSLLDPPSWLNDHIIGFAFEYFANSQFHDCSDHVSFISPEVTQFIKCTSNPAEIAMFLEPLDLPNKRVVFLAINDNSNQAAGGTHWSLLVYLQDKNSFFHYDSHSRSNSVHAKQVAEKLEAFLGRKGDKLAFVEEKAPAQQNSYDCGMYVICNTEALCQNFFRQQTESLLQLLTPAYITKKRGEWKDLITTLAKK
# SENP1 inh: SENP1 (human) catalytic domain inhibition | actives 0.21% (n = 360,000) | inhibition, % at 10 µM | Q9P0U3 | recombinant SENP1 catalytic domain, CyPet-SUMO1-YPet FRET cleavage;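 active means inhibition at least 30% at 10 µM, raw YFP signal under a set limit, fluorescence ratio 0.5 to 1.5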;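 further: 0% = enzyme with DMSO and 100% = no enzyme wells; some results filed as inactive read as strong as hits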
# Target sequence (Q9P0U3 419-644 limits assumed): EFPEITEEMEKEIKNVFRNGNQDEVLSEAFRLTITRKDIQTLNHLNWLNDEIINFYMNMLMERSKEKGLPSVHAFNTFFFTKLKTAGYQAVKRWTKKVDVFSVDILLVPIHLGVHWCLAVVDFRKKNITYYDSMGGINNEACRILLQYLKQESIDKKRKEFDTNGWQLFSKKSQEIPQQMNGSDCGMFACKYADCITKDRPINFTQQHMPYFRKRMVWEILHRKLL
#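 system = hSENP1 catalytic domain, recombinant | reagent = SFCypet-SUMO1-SFYpet substrate at 25 nM | doses = one dose per compound, 10 µM, 0.5% DMSO | incubation = enzyme reaction for 50 min at room temperature, dark | measured by = FRET, CFP and YFP emission | controls = no-enzyme low, enzyme-DMSO high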
# PfG6PD inh: PfG6PD (Plasmodium falciparum) enzyme inhibition; inhibition, % at 20 µM; AID 504690; actives 0.78% (n = 350,000); PfGluPho enzyme, NADPH resazurin-diaphorase fluorescence;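 active means inhibition reaching at least a set limit at 20 µM in the primary screen, cut at about 59% in these data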;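 further: 0% = DMSO wells with substrate and 100% = DMSO wells lacking glucose-6-phosphate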
# ATG4B inh: inhibitors of human ATG4B cysteine protease | Q9Y4P1 | ATG4B cleavage of LC3-PLA2, NBD-HPC fluorescence, 1 h | inhibition, % at 8.33 µM | actives 0.51% (n = 340,000) | AID 504462; in the data active means inhibition above about 40%
# Active calls of the source: *; . = not tested or not shown.
SMILES,SENP6 inh,hIAP act,GRIN3A LBD mod,MPTP inh,SENP8 block,SENP1 inh,PfG6PD inh,ATG4B inh
CCC(=O)Nc1ccc(NC(=O)CSc2nnc(C(C)C)n2C)cc1,-4,0.94,-5,3.7,9,2,-10,5
Cc1ccc(N2CC(C(=O)NC3CCC(C)CC3)CC2=O)cc1 (configuration not stated),6,1.1,1,-0.5,0,1,-13,7
CCOC(=O)C(CC)Sc1cc(C)nc2ccc(OC)cc12 (configuration not stated),6,0.98,-2,5.4,-3,3,1,-13
O=C(CCc1ccccc1)NC(=S)Nc1cc(C(F)(F)F)ccc1N1CCOCC1,-21,0.93,3,2.7,2,2,25,16
COc1ccc(C(=O)NC(=S)NNC(=O)COc2ccccc2)cc1,-5,1.5,1,1.9,2,1,-3,-12
Cc1cccc(N2CCN(C(=O)CCn3c(=O)[nH]c4ccccc4c3=O)CC2)c1C,-6,1.1,1,1.2,5,-2,13,-18
Cc1ccc(C2C3CSCC=C3C(C#N)=C(N)C2(C#N)C#N)cc1 (configuration not stated),9,0.89,-1,0.0,-71,-23,2,-12
O=C(NCc1ccccn1)c1ccc(N2CCCC2)c([N+](=O)[O-])c1,8,1.2,-1,0.8,16,-1,-1,7
CCCN(CCC)C(=O)Cn1c(=O)c2sccc2n2c(=S)sc(-c3ccccc3)c12,6,1.1,1,1.0,12,66*,3,13
Cc1ccc(NC(=O)C2CCCN2C(=O)Oc2ccccc2)cc1 (configuration not stated),-1,0.95,-10,-0.1,26,2,-2,-4
NNC(=O)c1[nH]c2ccccc2c1-c1ccccc1,-1,0.86,2,0.8,-18,-3,-2,-1
Cc1ccc(C(C)NC(=O)COC(=O)C2=COCCO2)cc1C (configuration not stated),-7,1.1,0,-1.2,8,0,2,14
Cc1ccnc(NCc2cc(C)ccc2O)c1,8,0.98,0,-0.3,17,1,9,3
O=C(NCCCN1CCOCC1)c1ccccc1NS(=O)(=O)c1ccc(Br)cc1,7,1.1,2,-1.0,-11,-8,-7,11
COc1ccc(OC)c(NC(=O)CCS(=O)(=O)c2cc3c(cc2C)NC(=O)CO3)c1,-3,0.78,-2,-1.1,7,2,7,-7

# Exported field by field: part of the list above
> CCC(=O)Nc1ccc(NC(=O)CSc2nnc(C(C)C)n2C)cc1
  SENP6 inh: -4	hIAP act: 0.94	GRIN3A LBD mod: -5	MPTP inh: 3.7	SENP8 block: 9	SENP1 inh: 2	PfG6PD inh: -10	ATG4B inh: 5
> CCOC(=O)C(CC)Sc1cc(C)nc2ccc(OC)cc12 (configuration not stated)
  SENP6 inh: 6	hIAP act: 0.98	GRIN3A LBD mod: -2	MPTP inh: 5.4	SENP8 block: -3	SENP1 inh: 3	PfG6PD inh: 1	ATG4B inh: -13

# New compounds follow
SMILES,SENP6 inh,hIAP act,GRIN3A LBD mod,MPTP inh,SENP8 block,SENP1 inh,PfG6PD inh,ATG4B inh
Cc1ccc(NC(=O)C(C)OC(=O)/C=C/c2ccccc2)cc1 (configuration not stated),-13,1,1,0.3,12,1,5,-3
CCOC(=O)C1(CC2CCCCO2)CCN(Cc2ccc(OC)cc2F)CC1 (configuration not stated),2,0.94,1,1.4,6,-2,5,-8
COc1ccc(NC(=O)C2C3C=CC(O3)C2C(=O)O)cc1 (configuration not stated),3,1,0,-0.1,13,1,-7,0
Cc1noc(C)c1COC(=O)C1CC(O)CN1S(=O)(=O)c1ccc(Cl)cc1 (configuration not stated),-32,1,0,-0.4,19,3,-13,5
O=S(c1ccsc1)c1ccsc1,-4,0.94,1,-2.6,13,0,-6,-5
COc1ccc(NC(=O)CCCn2c(=O)c3sccc3n(Cc3ccc(C)cc3C)c2=O)cc1,2,1,-19,2.1,16,2,13,-8
Cc1ccc(-n2nc3c(=O)n(CCCC(=O)NCc4cccc(Cl)c4)nc(C)c3c2C)cc1,-1,1,-3,-1.6,7,-1,-8,11
CC(Oc1ccc(Cl)cc1Cl)C(=O)Nc1ccncc1 (configuration not stated),-13,1.1,-1,77*,25,3,-5,4
CC(=O)c1cccc(NC(=O)C(C)OC(=O)CCCN=C2NS(=O)(=O)c3ccccc32)c1 (configuration not stated),-17,0.99,3,-1.0,13,0,-10,-15
CC1CC(C)CN(C(=S)Nc2ccc(SC(F)F)cc2)C1 (configuration not stated),-7,0.96,-6,43,-2,0,15,6
CCOc1ccc(N(CC(=O)Nc2cccc(C)c2)S(C)(=O)=O)cc1,0,1.2,1,0.7,16,4,-13,-5
CCOC(=O)C1CCN(C(=O)CN(c2ccc(Cl)c(C(F)(F)F)c2)S(C)(=O)=O)CC1,-19,1.1,-1,-0.8,32,0,-9,-4
CN(C)c1ccc(/C=N/N=C(N)N)cc1[N+](=O)[O-],-17,0.95,-1,-0.8,24,1,8,-9
Brc1ccc(CNCCCSc2ncccn2)cc1,-9,1.1,-1,0.3,16,0,16,5
COc1ccc(CNC(=O)CCCn2nc(C)n3ccnc3c2=O)cc1,-13,1.1,-4,-1.5,3,3,-7,-15
CN(C)S(=O)(=O)c1cccc(NC(=O)c2ccccc2SCC(=O)N2CCCC2)c1,.,.,.,-1.1,19,0,18,.
Cc1ccc(C(=O)N/N=C2\CCSC2)cc1[N+](=O)[O-],-6,1.1,-8,-0.7,9,1,11,4
Cc1ccnc(NC(=O)CCC(=O)c2cccs2)c1,87*,1,.,1.0,-31,-4,-11,0
COc1cc(C2SCC(=O)N2Cc2ccccc2)cc(OC)c1OC (configuration not stated),-3,1,8,1.6,11,-2,-18,0
COc1ccc(NC(=O)COC(=O)c2ccc(S(=O)(=O)N(C)c3ccccc3OC)cc2)cc1OC,-4,0.99,-1,0.9,13,-1,2,-19
CC(c1ccncn1)N(C)Cc1nc(-c2ccc(C(F)(F)F)cc2)no1 (configuration not stated),-5,0.94,0,-0.8,0,-4,-11,24
Fc1ccc(-c2nnc(-n3nnc4ccccc43)c3ccccc23)cc1,-9,0.95,3,3.8,3,1,-15,4
N#CCC(=O)Nc1ccc(C(=O)OCC(=O)N=c2sccn2Cc2ccccc2Cl)cc1,0,1.1,-5,-0.5,-29,-14,4,41*
Cc1cc(Cl)ccc1Oc1ncc(-c2ccc(Cl)cc2)cn1,-1,1,0,1.6,19,4,-7,1
CC(=O)Nc1ccc(C(=O)N/N=C/c2cc(Br)cc(Br)c2O)cc1,-5,1.4,19*,0.3,-53,-26,-28,-8
COc1ccc(CCN(C(=O)C(F)(F)F)C(C(=O)NC2CCCCC2)c2ccc(C)s2)cc1 (configuration not stated),-23,1.1,0,3.9,7,0,-10,6
COc1ccc2cc(C(=O)NCc3ccccc3)c(=O)oc2c1,-3,1,2,-1.8,-298,-18,0,4
C[C@H]1CN([C@@H](C)CO)S(=O)(=O)c2ccc(Br)cc2O[C@@H]1CN(C)C(=O)C1CCOCC1,.,.,.,0.1,11,-1,-11,.
CC(/C=N/N1CCN(Cc2ccccc2)CC1)=C\c1ccccc1,0,1,-2,0.8,16,-1,14,18
O=C(Nc1ccc(O)cc1)c1ccc2c(c1)C(=O)N(Cc1ccco1)C2=O,-6,1.1,-6,-0.1,16,3,10,-7
Cc1ccc(-c2nc(CS(=O)CC(=O)NCCN3CCCCC3C)c(C)o2)cc1 (configuration not stated),-19,1.1,-1,0.0,11,-6,-10,3
Cc1cccc(NC(=O)CCN2C(=O)c3ccccc3S2(=O)=O)c1C,-12,1,-3,-1.4,19,4,-1,-7
CC(NCC1(N2CCOCC2)CCCCC1)C(=O)N1CCc2ccccc21 (configuration not stated),-10,1,-6,0.9,2,0,2,-9
CCc1noc(C)c1C(=O)N1CCN(c2ccc([N+](=O)[O-])cc2)CC1,.,.,.,-1.7,14,2,7,.
CC1(C)C(c2cccs2)=NC(c2ccccc2)N1O (configuration not stated),3,1,4,1.3,8,-2,7,-2
COc1ccc(CN2CCN(C3CCOCC3)CC2CCO)c(C)c1C (configuration not stated),-16,1.1,-5,-0.6,-7,2,-39,-43
Cn1c(N)c(C(=O)COC(=O)C2=NNC(=O)CC2)c(=O)n(C)c1=O,-23,1.2,-1,-0.3,17,-1,-6,-4
Cc1cc(OCC(=O)Nn2cnnc2)c(C)cc1Br,-12,0.99,1,2.6,11,0,-31,0
Cc1cc(C(=O)NP(=O)(N2CC(C)OC(C)C2)N2CC(C)OC(C)C2)c(C)n1C1CC1 (configuration not stated),18,0.84,2,-1.4,20,-5,-14,0
O=C(c1cccc(NC2=NC3CS(=O)(=O)CC3S2)c1)N1CCN(c2ccc(F)cc2)CC1 (configuration not stated),-17,0.88,1,-1.7,16,0,5,-21
CCCCC(Sc1nc(N)c(NC(=O)c2ccc(OC)cc2)c(=O)[nH]1)C(=O)O (configuration not stated),8,0.98,0,0.1,0,-2,-1,-5
CC1CC2(NC(=O)NC2=O)C(C)CN1C (configuration not stated),-8,0.99,-1,0.4,20,-1,-1,3
CC1(C(=O)N(CC(=O)NC2CCCC2)Cc2ccc(Cl)cc2)CC(=O)N=C2C=CC=CN21 (configuration not stated),-2,0.99,0,-0.5,-302,0,-18,5
COc1ccc(CCNC(=O)CSc2nnc3c(n2)[nH]c2ccc(F)cc23)cc1OC,11,1,0,-0.5,8,3,-4,1
CCn1c(SCC(=O)N2CCc3ccccc3C2)nc2sc(C)c(C)c2c1=O,0,0.98,-3,5.0,26,3,9,38
CC(=O)Nc1ccc(S(=O)(=O)NNC(=O)COc2cc(C)ccc2C(C)C)cc1,-3,1.2,-13,1.6,16,1,9,-7
Cc1ccc(S(=O)(=O)N2CCCCC2C(=O)N(C)c2ccccc2)cc1 (configuration not stated),-13,1.2,0,-0.1,7,-1,20,-2

# Of the compounds above, these have fluorine:
SMILES,SENP6 inh,hIAP act,GRIN3A LBD mod,MPTP inh,SENP8 block,SENP1 inh,PfG6PD inh,ATG4B inh
O=C(CCc1ccccc1)NC(=S)Nc1cc(C(F)(F)F)ccc1N1CCOCC1,-21,0.93,3,2.7,2,2,25,16
CCOC(=O)C1(CC2CCCCO2)CCN(Cc2ccc(OC)cc2F)CC1 (configuration not stated),2,0.94,1,1.4,6,-2,5,-8
CC1CC(C)CN(C(=S)Nc2ccc(SC(F)F)cc2)C1 (configuration not stated),-7,0.96,-6,43,-2,0,15,6
CCOC(=O)C1CCN(C(=O)CN(c2ccc(Cl)c(C(F)(F)F)c2)S(C)(=O)=O)CC1,-19,1.1,-1,-0.8,32,0,-9,-4
CC(c1ccncn1)N(C)Cc1nc(-c2ccc(C(F)(F)F)cc2)no1 (configuration not stated),-5,0.94,0,-0.8,0,-4,-11,24
Fc1ccc(-c2nnc(-n3nnc4ccccc43)c3ccccc23)cc1,-9,0.95,3,3.8,3,1,-15,4
COc1ccc(CCN(C(=O)C(F)(F)F)C(C(=O)NC2CCCCC2)c2ccc(C)s2)cc1 (configuration not stated),-23,1.1,0,3.9,7,0,-10,6
O=C(c1cccc(NC2=NC3CS(=O)(=O)CC3S2)c1)N1CCN(c2ccc(F)cc2)CC1 (configuration not stated),-17,0.88,1,-1.7,16,0,5,-21
COc1ccc(CCNC(=O)CSc2nnc3c(n2)[nH]c2ccc(F)cc23)cc1OC,11,1,0,-0.5,8,3,-4,1
